# GPR35 arrestin U2OS = GPR35 antagonists blocking zaprinast-driven arrestin recruitment, primary screen, imaging, U2OS, beta-arrestin-GFP, zaprinast agonist (AID 2058). U2OS GPR35 beta-arrestin-GFP translocation imaging, zaprinast antagonism; higher % means a stronger effect. 290,000 compounds, 0.052% hits. one-dose inhibition, % at 10 µM; IC50 in µM for titrated hits;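 active = inhibition of at least 50% with at least 30 cells and total cytoplasm GFP at most 10,000,000; inconclusive = under 30 cells or total GFP of 10,000,000 plus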
# HIV fusion peptide = cell-free HIV fusion peptide-binding blockers – biochemical, uHTS, fluorescence dequenching, primary screen (AID 1986); 290,000 compounds, 0.3% hits; cell-free peptide binding, fluorescence dequenching, 30 min; higher % means a stronger effect; one-dose inhibition, % at 20 µM; IC50 in µM for titrated hits; in the data active = inhibition mostly above about 52%, no sharp cut-off; inactive = mostly below about 76%; also: some results filed as inactive read as strong as hits
# GPR55 LPI antagonism = GPR55 antagonists blocking LPI-driven arrestin recruitment, primary screen, imaging, U2OS, beta-arrestin-GFP, LPI agonist (AID 2013). U2OS GPR55 beta-arrestin-GFP translocation imaging, LPI antagonism; higher % means a stronger effect. inhibition, % at 10 µM; hits with a dose series show IC50 in µM. 290,000 compounds, 0.13% hits;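 active = spots per cell inhibited over 60%, with over 100 cells counted and total cytoplasm intensity under 500,000; inconclusive = wells with under 100 cells, flagged as likely toxic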;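 also: U2OS cells stably carrying GPR55 and arrestin-GFP stimulated by 5 µM LPI near EC80; imaged beta-arrestin-GFP aggregate spots per cell after agonist stimulation; plate controls were LPI-stimulated DMSO wells for no effect and DMSO wells without LPI for full effect; some results filed as inactive read as strong as hits; confirmed hits need IC50 under 10 µM and bright autofluorescent wells are also inconclusive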
# KOR beta-arrestin-1 = KOR agonists, beta-arrestin recruitment, primary screen, cell-based, luminescence, uHTS (AID 1777). KOR beta-arrestin recruitment, luminescence; higher % means a stronger effect. activation, % at 10 µM; hits with a dose series show EC50 in µM. 280,000 compounds, 0.02% hits; in the data active = activation above about 50%, passing the limit was not always enough; also: a part of the inactive calls stands beside numbers as strong as those of hits
# NOD1 NF-kB reporter = NOD1 signaling inhibitors, primary screen, cell-based, luminescence, uHTS (AID 1578); NOD1-driven NF-kB luciferase reporter cells, luminescence; higher % means a stronger effect; inhibition, % at 4 µM; hits with a dose series show EC50 in µM; 290,000 compounds, 1% hits; in the data active = inhibition mostly above about 36%, no sharp cut-off; inactive = mostly below about 34%;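 also: HEK-293T reporter cells stimulated with the NOD1 agonist gamma-tri-DAP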
# NS5 inhibitors = Dengue-2 NS5 methyltransferase inhibitors, primary screen, biochemical, confirmation dose response (AID 588689). Dengue-2 NS5 methyltransferase capping enzyme assay, biochemical; higher % means a stronger effect. inhibition, % at 25 µM; hits with a dose series show IC50 in µM. 340,000 compounds, 0.3% hits; in the data active = a potency from the dose series; inconclusive = inhibition above about 29% without an active follow-up result
# KOR beta-arrestin-2 = KOR antagonists, beta-arrestin recruitment, cell-based, luminescence, uHTS (AID 1778); one-dose inhibition, % at 10 µM; IC50 in µM for titrated hits; 290,000 compounds, 0.091% hits; KOR beta-arrestin recruitment, luminescence, antagonist mode; higher % means a stronger effect; in the data active = inhibition above about 50%; also: strong numbers were not always called active
# GPR55 beta-arrestin = GPR55 agonists via beta-arrestin recruitment, primary screen, imaging, U2OS cells, beta-arrestin-GFP redistribution (AID 1961). U2OS GPR55 beta-arrestin-GFP redistribution imaging; higher % means a stronger effect. activation, % at 10 µM, or EC50 in µM where a hit was titrated. 290,000 compounds, 0.048% hits;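 active = activation above 40% with more than 50 cells counted in the well; inconclusive = wells holding fewer than 50 cells, flagged as toxic or sparse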;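 also: U2OS osteosarcoma cells stably expressing GPR55 and beta-arrestin-GFP; plate controls were DMSO negative control for no effect and LPI positive control for full effect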
# West Nile virus CPE = West Nile virus antiviral activity, cell-based, CPE readout (AID 1621) | West Nile virus-infected cells, CPE inhibition; higher % means a stronger effect | CPE inhibition, % at 10 µM; hits with a dose series show IC50 in µM | 290,000 compounds, 0.02% hits; in the data active = a potency from the dose series; inconclusive = CPE inhibition mostly from about 3.7% at the one dose, without a potency; inactive = the rest, 99 in 100 with CPE inhibition below about 2.2%; also: strong numbers were not always called active
# NS5 inhibitors pilot replicate = recorded beside NS5 inhibitors, whose call it bears; inhibition, %; measured here: pilot screen replicate inhibition
# Numbers without * were called inactive; ? = inconclusive; / = not tested or not shown; [ ] = dose if it differs, or a comment. Only part of the results is shown, so the mix of outcomes need not match the whole.
SMILES,GPR35 arrestin U2OS,HIV fusion peptide,GPR55 LPI antagonism,KOR beta-arrestin-1,NOD1 NF-kB reporter,NS5 inhibitors,KOR beta-arrestin-2,GPR55 beta-arrestin,West Nile virus CPE,others
Cc1cc(C)n(CC2CC(=O)N(c3ccc(C)c(Cl)c3)C2=O)n1 (stereo unspecified),-3%,-0.7%,3%,0.4%,-20%,-3%,28%,0.0%,0.1%,
NS(=O)(=O)c1ccc(CCNC(=O)C2CCCO2)cc1 (stereo unspecified),-4%,0.3%,11%,0.0%,-24%,/,-5%[20 µM],-0.1%,0.0%,
CC(OC(=O)c1ccccc1Oc1ccccc1)C(=O)NC1CC1 (stereo unspecified),7%,3.1%,-1%,-3.4%,-14%,-2%,-3%,-0.2%,-1.3%,
Cc1oc(-c2ccc(Cl)cc2)nc1CS(=O)CC(=O)NC1CCCCC1 (stereo unspecified),7%,0.1%,-12%,-1.7%,-7%,-7%,-15%,-0.2%,0.0%,
C[C@@H](O)C1NC(=O)[C@H](CCCCN)NC(=O)c2cc([N+](=O)[O-])cc(I)c2NCCC[C@@H](C(N)=O)NC1=O (stereo partly specified),2%,-2.0%,0%,-4.0%,-16%,-2%,9%,-0.1%,0.1%,
Cc1ccc2nc(SCC(=O)NCc3ccc(F)cc3)[nH]c2c1,-8%,1.8%,-6%,1.8%,-12%,-1%,8%,0.0%,-0.5%,
CCCCOC(C)n1cc(F)c(=O)[nH]c1=O (stereo unspecified),-2%,2.0%,-2%,2.7%,0%,-7%,39%,-0.2%,0.8%,
CCOC(=O)Cc1csc(NC(=O)NC2(C(F)(F)F)Oc3ccc(Cl)cc3O2)n1 (stereo unspecified),-4%,0.9%,-5%,-4.7%,-14%,12%,10%,0.2%,-0.4%,
C=CCOc1c(CNc2ccc(S(N)(=O)=O)cc2)cccc1OC,-25%,-1.1%,-5%,0.8%,-30%,-2%,-24%,-0.3%,-0.1%,
CN1C(=S)SC(N2OC3C(=O)N(c4ccccc4)C(=O)C3C2c2ccccc2)C1(C)C (stereo unspecified),2%,4.8%,20%,-0.7%,-3%,/,0%,-0.2%,-0.4%,
CN(C1CCCCC1)S(=O)(=O)c1ccc(S(=O)(=O)N2CCN(CCC#N)CC2)cc1,-2%,2.4%,-1%,-1.9%,-3%,1%,-12%,-0.1%,0.1%,
O=C(c1ccco1)N1CCN(C(=O)N2CCCC2)CC1,23%,-1.6%,8%,/,-6%,-5%,-2%[20 µM],-0.1%,-0.2%,
CCOc1cccc(CN2CCCC(N3CCN(c4cccc(Cl)c4)CC3)C2)c1O (stereo unspecified),7%,-1.2%,5%,6.3%,-3%,-2%,-13%,0.8%,-1.5%,
NC(=O)c1cc(NC(=O)CCCc2nc3ccccc3s2)cc(C(N)=O)c1,-1%,1.3%,6%,4.4%,1%,-5%,-3%,-0.2%,0.3%,
CC(C)(C)C(=O)O/N=C(\N)c1c(Cl)cccc1Cl,-16%,-0.7%,-5%,6.4%,-16%,1%,-9%,-0.2%,0.0%,
CN(C(=O)COC(=O)/C=C/c1ccc2ccccc2n1)C1CCS(=O)(=O)C1 (stereo unspecified),-7%,0.7%,-3%,1.3%,-11%,-4%,-10%,-0.3%,-0.3%,
C=CCOc1cccc(C(=O)NC(c2ccccc2)C(C)C)c1 (stereo unspecified),-3%,0.3%,1%,0.7%,-37%,-7%,-9%,0.2%,0.1%,
O=S(=O)(c1cnc[nH]1)N1CCN(c2ccccc2)CC1,-7%,3.0%,-5%,2.6%,-5%,-1%,3%,0.2%,0.1%,
COc1ccc(CCNC(=O)C2CCN(C(=O)c3ccc(Br)cc3)CC2)cc1,12%,-1.4%,10%,-4.6%,-4%,-2%,-8%[20 µM],0.4%,-0.8%,
CC(=O)c1c(C)nn(C(=O)c2cccs2)c1C,3%,6.6%,-4%,5.4%,18%,3%,6%,-0.2%,0.3%,

# Among those listed so far, these have a Cl atom.
SMILES,GPR35 arrestin U2OS,HIV fusion peptide,GPR55 LPI antagonism,KOR beta-arrestin-1,NOD1 NF-kB reporter,NS5 inhibitors,KOR beta-arrestin-2,GPR55 beta-arrestin,West Nile virus CPE,others
Cc1cc(C)n(CC2CC(=O)N(c3ccc(C)c(Cl)c3)C2=O)n1 (stereo unspecified),-3%,-0.7%,3%,0.4%,-20%,-3%,28%,0.0%,0.1%,
Cc1oc(-c2ccc(Cl)cc2)nc1CS(=O)CC(=O)NC1CCCCC1 (stereo unspecified),7%,0.1%,-12%,-1.7%,-7%,-7%,-15%,-0.2%,0.0%,
CCOC(=O)Cc1csc(NC(=O)NC2(C(F)(F)F)Oc3ccc(Cl)cc3O2)n1 (stereo unspecified),-4%,0.9%,-5%,-4.7%,-14%,12%,10%,0.2%,-0.4%,
CCOc1cccc(CN2CCCC(N3CCN(c4cccc(Cl)c4)CC3)C2)c1O (stereo unspecified),7%,-1.2%,5%,6.3%,-3%,-2%,-13%,0.8%,-1.5%,
CC(C)(C)C(=O)O/N=C(\N)c1c(Cl)cccc1Cl,-16%,-0.7%,-5%,6.4%,-16%,1%,-9%,-0.2%,0.0%,

# Continuation.
SMILES,GPR35 arrestin U2OS,HIV fusion peptide,GPR55 LPI antagonism,KOR beta-arrestin-1,NOD1 NF-kB reporter,NS5 inhibitors,KOR beta-arrestin-2,GPR55 beta-arrestin,West Nile virus CPE,others
COc1ccc(-n2cc(-c3ccccc3)c3c(N4CC(C)OC(C)C4)ncnc32)cc1 (stereo unspecified),-3%,-1.5%,21%,-0.3%,29%,-4%,-18%,-0.3%,0.9%,
Cc1ccc(OC(=O)c2sc3ncn(C)c(=O)c3c2C)cc1,0%,2.1%,4%,-1.8%,-46%,-6%,-16%,-0.4%,-0.3%,
C=CCN(CC=C)C(=O)COC(=O)c1ccc(Sc2ncn[nH]2)c([N+](=O)[O-])c1,-12%,0.9%,-12%,-3.0%,-22%,0%,-3%,0.6%,1.7%,
COc1ccc(C)cc1NC(=O)NCCCCc1ccccc1,-6%,0.7%,-2%,8.8%,-8%,-5%,-18%,-0.1%,-0.5%,
Cc1nonc1NC(=O)CSc1nc2ccccc2cc1C#N,6%,11%,-3%,-3.2%,-30%,8%,-11%,0.2%,-0.9%,
C=CCn1c(CC(=O)Nc2cccc(OC)c2)nnc1SCC(=O)NC1CCCCC1,9%,2.3%,8%,-2.3%,-20%,-10%,-38%,-0.1%,-0.1%,
Cc1ccc(S(=O)(=O)N(CC(=O)N2CCC(C)CC2)c2cccc(C)c2)cc1,-6%,2.4%,0%,3.9%,4%,-10%,-30%,-0.1%,-0.4%,
COc1ccc(N2CC(C(=O)Nc3nnc(SCc4cccnc4)s3)CC2=O)cc1 (stereo unspecified),-2%,1.3%,-8%,9.0%,-15%,0%,2%,-0.1%,0.0%,
CCOC(=O)COc1ccc2c(=O)c(-c3ccccc3OC)coc2c1,-3%,3.1%,18%,-3.2%,-21%,0%,-8%[20 µM],0.2%,-0.1%,
O=C(/C=C/c1cccc(F)c1)Nc1nccs1,-16%,-2.1%,4%,-2.7%,-70%,-2%,-4%,-0.5%,-0.1%,
O=C(O)C1CCC1C(=O)Nc1nc(-c2ccc(Cl)s2)cs1 (stereo unspecified),-15%,-0.6%,2%,-1.1%,2%,1%,12%,0.5%,0.1%,
Cc1ccc(SCC(=O)N2CCC(C(N)=O)CC2)cc1,3%,-0.9%,1%,-2.8%,-13%,5%,14%,0.5%,-0.2%,
COc1ccc(CCC(=O)NCCS(=O)(=O)N2CCN(c3ccc(OC)cc3)CC2)cc1,-3%,-1.3%,16%,-4.6%,-2%,-12%,-9%,-0.1%,-0.4%,
O=C(CNCC1CCCCC1)Nc1ccccc1N1CCCCC1,40%,1.1%,18%,2.9%,6%,-10%,2%,-0.1%,-0.7%,
COc1cccc(N2CCN(C(=O)Cn3c(=O)oc4ccccc43)CC2)c1,-31%,-0.6%,1%,-8.7%,-2%,-8%,8%,0.5%,-0.2%,
COc1ccc(/C=N/Nc2ccccc2C(=O)O)cc1,-3%,7.8%,11%,3.3%,-2%,11%,-1%,0.9%,0.2%,
COc1cc(NC(=O)N2c3ccccc3Sc3ccccc32)c(C(=O)O)cc1OC,1%,-2.2%,?,-1.5%,-32%,2%,-10%,-0.1%,0.4%,NS5 inhibitors pilot replicate=0.0
O=C(CSCc1ccc(Cl)cc1)NCCSCc1ccco1,0%,2.4%,-2%,6.5%,-14%,-4%,1%,-0.4%,-0.1%,
CC(=O)Nc1ccc(S(=O)(=O)N(C)c2ccccc2)cc1,-5%,-2.6%,7%,-7.4%,-13%,-14%,5%,0.3%,0.0%,
Cc1nc(N2CCN(Cc3ccccc3)CC2)nc2c1CCC2,9%,-1.7%,0%,-1.7%,-42%,-5%,-19%,1.3%,-0.1%,
O=C(CSc1nc2c(cnn2-c2ccc(F)cc2)c(=O)[nH]1)Nc1nccs1,1%,-0.5%,2%,-1.7%,-6%,6%,6%,0.2%,0.0%,
COc1ccc(OC)c2c1sc(=NC(=O)c1ccco1)n2C,-16%,-1.1%,1%,-0.3%,-11%,-1%,0%,-0.1%,2.2%,
COc1ccc(NC(=O)CN(C)Cc2cccs2)cc1Cl,-5%,-2.1%,7%,-5.0%,-8%,-12%,-17%,/,-1.4%,
COc1cc(NC(=O)CN(c2cc(C)cc(C)c2)S(=O)(=O)c2c(C)noc2C)cc(OC)c1,1%,1.9%,5%,0.3%,-5%,-5%,10%,-0.1%,0.7%,

# Screening results as filed in PubChem BioAssay.
